# V1aR counter: activates human V1a receptor in oxytocin agonist counter-screen. P37288. AID 2797. activation, % at 3 µM. actives 0.25% (n = 320,000). CHO-V1R cells, Fluo-8 calcium fluorescence, agonist mode; 0% DMSO, 100% 3 nM vasopressin;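 active = activation above the mean activation of all tested compounds plus 3 SD, per screening run, cut at about 20% in these data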;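 also: signal is peak over basal fluorescence ratio across a 100 second FLIPR read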
# Target sequence (P37288 whole entry, looked up): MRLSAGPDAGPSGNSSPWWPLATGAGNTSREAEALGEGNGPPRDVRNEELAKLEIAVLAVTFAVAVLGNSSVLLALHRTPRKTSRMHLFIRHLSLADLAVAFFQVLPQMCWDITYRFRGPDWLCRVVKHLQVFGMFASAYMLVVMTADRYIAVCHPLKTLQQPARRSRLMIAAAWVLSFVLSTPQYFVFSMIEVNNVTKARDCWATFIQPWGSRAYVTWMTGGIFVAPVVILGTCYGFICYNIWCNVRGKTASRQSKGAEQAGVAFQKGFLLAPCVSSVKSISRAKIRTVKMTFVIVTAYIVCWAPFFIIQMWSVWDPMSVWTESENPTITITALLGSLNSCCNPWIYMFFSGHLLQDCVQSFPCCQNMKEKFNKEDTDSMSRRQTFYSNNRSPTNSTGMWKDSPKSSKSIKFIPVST
# GalR3 antag: human GalR3 antagonism; AID 651719; HEK293 GalR3-CNG cAMP membrane potential fluorescence; galR3 body fused to GalR1 C-terminus; actives 0.44% (n = 360,000); inhibition, % at 3 µM;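 active = inhibition above the screen-wide average plus 3 SD, cut at about 13% in these data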;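 also: forskolin and galanin both at EC90 stimulate the cells; cAMP rise reported by CNG channel membrane potential dye signal; 0% = forskolin plus galanin with DMSO and 100% = forskolin alone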
# Target sequence (O60755 1-299 limits assumed): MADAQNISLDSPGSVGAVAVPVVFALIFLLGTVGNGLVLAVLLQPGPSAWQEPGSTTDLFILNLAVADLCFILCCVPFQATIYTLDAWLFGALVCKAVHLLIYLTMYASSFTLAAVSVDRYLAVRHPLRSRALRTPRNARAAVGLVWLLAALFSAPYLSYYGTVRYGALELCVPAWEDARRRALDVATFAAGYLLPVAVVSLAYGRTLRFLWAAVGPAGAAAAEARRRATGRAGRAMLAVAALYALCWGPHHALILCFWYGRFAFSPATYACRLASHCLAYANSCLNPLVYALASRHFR
# OXTR agonist: activates the human oxytocin receptor | activation, % at 3 µM | AID 2435 | P30559 | CHO-OTR cells, Fluo-8 calcium fluorescence; normalized: DMSO 0%, oxytocin 100% | actives 0.32% (n = 320,000);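 active = activation above the mean of all tested compounds plus 3 SD, cutoff set per screening run, cut at about 20% in these data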;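 also: peak over basal fluorescence ratio from a 100 s FLIPR kinetic read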
# Target sequence (P30559 whole entry, looked up): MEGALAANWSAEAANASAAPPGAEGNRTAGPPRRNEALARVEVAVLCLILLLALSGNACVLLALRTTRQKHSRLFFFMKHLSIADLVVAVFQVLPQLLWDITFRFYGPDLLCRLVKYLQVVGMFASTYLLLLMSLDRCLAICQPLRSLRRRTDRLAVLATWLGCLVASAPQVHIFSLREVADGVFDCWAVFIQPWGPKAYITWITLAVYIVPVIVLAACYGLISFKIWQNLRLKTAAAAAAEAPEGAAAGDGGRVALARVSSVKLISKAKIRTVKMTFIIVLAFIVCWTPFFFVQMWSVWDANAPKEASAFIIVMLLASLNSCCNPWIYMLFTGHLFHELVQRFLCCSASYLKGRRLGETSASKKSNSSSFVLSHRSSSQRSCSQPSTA
# An asterisk follows results filed as active. Some of the compounds tested; rates above refer to the full screens.
# Sample of the layout:
# Order of results – V1aR counter | GalR3 antag | OXTR agonist
CC1(C)CC2CC(C)(CN2C(=O)COC(=O)c2cccnc2Cl)C1 (stereo not drawn)
  0.7 | 6 | 1.8
C[C@H](NC(=O)c1nc[nH]c1C(=O)NCCCCCN)C(=O)OCc1ccccc1
  -0.4 | -2 | 0.2

# The list itself, previewed entries included:
# Order of results – V1aR counter | GalR3 antag | OXTR agonist
CC1(C)CC2CC(C)(CN2C(=O)COC(=O)c2cccnc2Cl)C1 (stereo not drawn)
  0.7 | 6 | 1.8
C[C@H](NC(=O)c1nc[nH]c1C(=O)NCCCCCN)C(=O)OCc1ccccc1
  -0.4 | -2 | 0.2
O=C(COC(=O)CCC1CCCC1)Nc1ccccc1Br
  -0.4 | -2 | -1.4
CC(C)CN(C(=O)c1ccc2c(c1)OCO2)C1CCS(=O)(=O)C1 (stereo not drawn)
  0.1 | -4 | 0.0
O=C(COC(=O)COc1ccccc1)Nc1ccc(Br)cc1Br
  0.9 | -4 | 2.4
CCc1ccccc1NC(=O)CNC(=O)c1cc(C2CC2)nn1-c1ccccc1
  1.0 | -4 | 1.0
CC(=O)c1c(C)[nH]c(C(=O)OCC(=O)NCCCc2ccccc2)c1C
  6.3 | -3 | 3.7
COc1cc(Cl)c(C)cc1NC(=O)CN(C)C1CCS(=O)(=O)C1 (stereo not drawn)
  1.5 | -2 | 2.1
Cc1ccc(OCC(=O)N(Cc2ccco2)c2c(N)n(Cc3ccccc3)c(=O)[nH]c2=O)cc1C
  -0.3 | -2 | -0.1
Cc1ccc(NC(=O)CSc2ccc3c(c2)OCCO3)nc1
  0.2 | 0 | -1.0
COCc1c(C(=O)NCCOc2ccc(Cl)cc2)oc2ccccc12
  0.2 | -7 | -1.6
O=c1cc(-c2ccccc2)cc(-c2ccccc2)n1O
  1.5 | -6 | -1.4
O=C(CN1C(=O)NC2(CCCC2)C1=O)NNC(=O)c1ccc(Cl)cc1
  0.6 | -2 | 0.7
CC(CNC(=O)COC(=O)c1cccs1)c1ccccc1 (stereo not drawn)
  0.5 | -7 | -0.3
O=C(CN1C(=O)NC2(CCCc3ccccc32)C1=O)N1CCCCC1 (stereo not drawn)
  -0.4 | -2 | 1.8
CC(=O)c1ccc(N2CCN(C(=O)C3CCN(C(=O)Nc4ccccc4)CC3)CC2)cc1
  0.0 | 0 | 0.4
CCOc1ccc(NC(=O)CN(C)C(=O)c2csc3c2CCCC3)cc1OCC
  0.5 | 7 | -0.4
C[C@H]1COC(=O)[C@H](CC(=O)OC(C)(C)C)C/C=C\C[C@@H](CC(=O)N(CCO)Cc2ccccc2)C(=O)N1
  -0.1 | -3 | 0.4
COc1ccc(CCNC(=O)c2cccc(S(=O)(=O)N3CCOCC3)c2)cc1OC
  0.1 | -5 | 2.1
COc1cc(O)c2c(=O)c3c(O[C@H]4O[C@@H](CO)[C@H](O)[C@@H](O)[C@@H]4O)ccc(O)c3oc2c1
  0.0 | -3 | 0.0
CCCCn1c(N)c(N(CCC(C)C)C(=O)C2CSC3(C)CCC(=O)N23)c(=O)[nH]c1=O (stereo not drawn)
  -0.2 | -2 | -1.1
O=C(c1cnn(C(=O)c2ccco2)c1)c1ccccc1O
  1.6 | -3 | 1.6
CN(Cc1ccc2c(c1)OCCO2)C(=O)CSc1ncnc2sccc12
  4.5 | -2 | 3.1
CCOC(=O)[C@H]1[C@H]2COc3ccc(C)cc3[C@@H]2N2C(=O)[C@@H](CO)NC(=O)[C@@]12C
  1.2 | 7 | 0.6
COc1ccc(C(=O)N[C@H](C(=O)NCCc2ccc3c(c2)OCCO3)C(C)C)cc1
  -0.8 | -8 | -0.2
NS(=O)(=O)c1cccc(NC(=O)COC(=O)CCC(=O)c2cccs2)c1
  1.0 | -4 | 1.9
CCCCn1c(=O)cc(C)n(-c2ccccc2)c1=O
  1.1 | 2 | -0.3
COc1ccc(-n2nnc3c(SCC(=O)N4CCCc5ccccc54)ncnc32)cc1
  0.6 | -3 | 1.3
CCN(CC)C(=O)[C@H]1CC(CC(=O)NCC23CC4CC(CC(C4)C2)C3)C(=O)N2CCc3c([nH]c4ccccc34)[C@]12C (stereo partly drawn)
  -0.3 | 0 | -1.9
CC(NC(=O)C1CCN(C(=O)Nc2ccccc2)CC1)c1ccccc1 (stereo not drawn)
  -0.1 | -4 | 0.7
CNC[C@H]1Oc2ccc(NC(=O)Nc3ccccc3)cc2CC(=O)N([C@H](C)CO)C[C@H]1C
  0.4 | -4 | 0.0
Cc1ccc(S(=O)(=O)n2cccc2C)cc1
  -1.0 | -6 | -2.9
NC(=O)c1ccsc1NC(=O)COC(=O)Cc1n[nH]c(=O)c2ccccc12
  -0.4 | 2 | 0.0
C#CCOCCOCCOCCNc1nc(N2CCN(C(=O)CCCCCCCCCCNC(=O)[C@@H](CCSC)n3cc(CCO)nn3)CC2)nc(N2CCN(C(=O)CCCCCCCCCCNC(=O)[C@H](CCSC)n3cc(CCO)nn3)CC2)n1
  3.0 | -3 | 1.5
CN(C)S(=O)(=O)c1cccc(C(=O)Nc2ccccc2C(=O)NC2CC2)c1
  -0.5 | 5 | -1.6
CCOc1ccccc1C(=O)OCC(=O)Nc1nnc(-c2ccccc2)o1
  -0.5 | -1 | -0.1
CCC1(c2ccc(F)cc2)NC(=O)N(CC(=O)NCC(=O)Nc2cccc(C)c2C)C1=O (stereo not drawn)
  -0.2 | -5 | -0.5
COCCN(C(=O)CN1CCc2ccccc21)c1c(N)n(Cc2ccccc2)c(=O)[nH]c1=O
  1.4 | -5 | 2.1
COc1cc2c(cc1OC)C(=O)N1[C@H]3c4cc(Cl)ccc4OC[C@@H]3[C@H](c3ccccc3)[C@]1(C)C(=O)N2
  1.3 | -6 | 0.0
COc1ccc(C)cc1NC(=O)CCc1ccc(S(=O)(=O)N2CCOCC2)cc1
  1.0 | -4 | 0.5
O=C(c1ccc(-c2cccc(C(F)(F)F)c2)o1)N1CCCC(C(F)(F)F)C1 (stereo not drawn)
  0.4 | -4 | -1.3
COc1ccc(NC(=O)COC(=O)CC2CCCC2)cc1
  5.0 | -5 | 0.1
Cc1ccc(C)c(C(=O)COC(=O)c2ccc(C)c(S(=O)(=O)N3CCOCC3)c2)c1
  2.8 | -5 | -0.2
C=CCC(NC(=O)c1ccc(C#N)cc1)C(=O)NCCC (stereo not drawn)
  0.3 | -8 | 1.5
O=C(CCCNC(=O)c1ccc(Cl)cc1)Nc1ccc(F)c(S(=O)(=O)N2CCOCC2)c1
  0.7 | -6 | -1.0
O=C(NCCS(=O)(=O)N1CCC2(CC1)OCCO2)c1ccc(F)cc1
  1.0 | -3 | -0.8
Cc1cc(C2CCCCC2)n(O)c(=O)c1
  1.6 | -4 | 1.1
COc1ccccc1CC(=O)OCC(=O)N1CCN(c2ccc(F)cc2)CC1
  1.0 | -4 | 2.1
COc1cc([C@H]2Oc3c(OC)cc(CCCO[C@@H]4O[C@H](CO)[C@@H](O)[C@H](O)[C@H]4O)cc3[C@@H]2CO)ccc1O
  0.4 | -8 | 0.5
COC(=O)[C@@]12CCCCN1[C@H](c1ccc(SC3CCCCC3)c(OC)c1)[C@@H]1C(=O)N(C)C(=O)[C@@H]12
  -0.1 | -6 | -1.6
CCOC(=O)c1c(C)[nH]c(C(=O)OCC(=O)NCc2ccc(OC)c(OC)c2)c1C
  0.3 | 3 | -2.0
Nn1c(SCC(=O)NC2CCS(=O)(=O)C2)nc2scc(-c3ccccc3)c2c1=O (stereo not drawn)
  0.4 | -6 | 1.2
CCc1cc(C(=O)Nc2nnc(C3CC3)s2)sc1C
  -0.8 | -7 | -1.7
COc1ccc(NC(=O)CSCC(=O)N(C)CC(=O)Nc2cccc3ccccc23)cc1
  -0.2 | -3 | -0.3
CN(CC(=O)Nc1cccc(S(=O)(=O)NC2=NCCC2)c1)Cc1cccc(F)c1
  0.6 | -5 | -0.9
CC(=O)c1ccc(S(=O)(=O)NC2CC(=O)N(c3ccc(Cl)cc3)C2)cc1 (stereo not drawn)
  1.6 | 2 | 3.1
COC(=O)[C@]1(C)N[C@H](c2ccc(-c3ccc(F)cc3)cc2)[C@@H]2C(=O)N(C)C(=O)[C@@H]21
  1.4 | -4 | 2.0
COc1ccc(S(=O)(=O)N2CCN(C(=O)c3ccc(NC(C)=O)cc3)CC2)cc1
  0.1 | -5 | 0.5
COCc1c(C(=O)OCC(=O)N(C)C2CCS(=O)(=O)C2)oc2ccccc12 (stereo not drawn)
  -0.2 | -5 | 0.8
CN(c1ccccc1)S(=O)(=O)c1cccc(C(=O)OCC(=O)Nc2ccc(C(N)=O)cc2)c1
  0.8 | -6 | 1.5

# Given with tabs: two of the compounds above
molecule	V1aR counter	GalR3 antag	OXTR agonist
O=C(COC(=O)CCC1CCCC1)Nc1ccccc1Br	-0.4	-2	-1.4
C=CCC(NC(=O)c1ccc(C#N)cc1)C(=O)NCCC (stereo not drawn)	0.3	-8	1.5

# (continued)
# Order of results – V1aR counter | GalR3 antag | OXTR agonist
CC1CCCC(NC(=O)CN(C)CC(=O)Nc2cccc(F)c2)C1C (stereo not drawn)
  1.1 | -5 | 1.5
CCOC(=O)c1c(NC(=O)CSc2nc3ccc(C)cc3[nH]2)sc2c1CC(C)(C)NC2(C)C
  22* | -4 | 15
N#Cc1ccsc1NC(=O)CCN1C(=O)C2CCCCC2C1=O (stereo not drawn)
  1.9 | 1 | -0.2
O=[N+]([O-])c1ccc(CSc2ccc(S(=O)(=O)N3CCCCC3)cn2)cc1
  1.5 | -2 | 0.0
CCOC(=O)c1sc(NC(=O)C2CCCCC2)nc1C
  -1.7 | -2 | -2.7
O=C(CN1C(=O)NC2(CCCCCC2)C1=O)NCc1ccc(F)cc1
  1.4 | -3 | 0.2
COc1ccc(/C=C/C(=O)OCC(=O)NC2CCCC2)cc1OC
  1.1 | -5 | 1.0
O=C(C[n+]1cccc(C(=O)N/N=C/c2ccc(Br)cc2)c1)c1ccccc1
  0.1 | -3 | -0.3
N#CCc1ccc(OC(=O)c2ccncc2)cc1
  0.8 | -2 | -0.6
CCOc1ccc(NC(=O)COc2ccc(C(=O)N3CCC(C(N)=O)CC3)cc2OC)cc1
  1.4 | -3 | 0.0
CC[C@@]1(C(=O)OC)N[C@H](CN(C)C(=O)c2ccc(F)cc2)[C@@H]2C(=O)N(Cc3ccccc3)C(=O)[C@@H]21
  -0.4 | -3 | -0.4
Cc1ccc(C)c(NC(=O)Cn2ccn(-c3ccc4c(c3)OCO4)c(=O)c2=O)c1
  0.0 | -4 | -0.5
Cc1cc(C(=O)O[C@H]2[C@H](C)NS(=O)(=O)[C@H]3C[C@@H]4C=C[C@]23O4)cc([N+](=O)[O-])c1
  0.5 | -5 | 1.5
CCN(c1ccccc1)S(=O)(=O)c1ccc(Cl)c(NC(=O)CN2CCN(C)CC2)c1
  0.4 | -7 | 2.1
CC(=O)c1c(C)[nH]c(C(=O)OCC(=O)c2ccc(C)s2)c1C
  5.9 | -1 | 4.8
CCOc1ncccc1C(=O)Nc1cccc(S(=O)(=O)NC2=NCCC2)c1
  0.5 | -2 | -0.4
O=C(CSc1nc2nn(-c3ccccc3)c(=O)c-2c2n1CCCCC2)c1ccc(OC(F)F)cc1
  -0.1 | -8 | -0.1
COCCN(C(=O)COC(=O)C1CC1)c1c(N)n(Cc2ccccc2)c(=O)[nH]c1=O
  1.1 | -3 | 1.0
Cc1ccc(NC(=O)C(C)OC(=O)/C=C/c2ccccc2)cc1S(=O)(=O)N1CCOCC1 (stereo not drawn)
  0.5 | -2 | -1.7
CCOC(=O)c1c(C)[nH]c(C(=O)COC(=O)c2cccnc2Cl)c1C
  9.7 | -3 | 11

# Given as tab-separated lines: entries from further up.
Structure	V1aR counter	GalR3 antag	OXTR agonist
O=C(c1ccc(-c2cccc(C(F)(F)F)c2)o1)N1CCCC(C(F)(F)F)C1 (stereo not drawn)	0.4	-4	-1.3
CC(C)CN(C(=O)c1ccc2c(c1)OCO2)C1CCS(=O)(=O)C1 (stereo not drawn)	0.1	-4	0.0

# (cont.)
# Order of results – V1aR counter | GalR3 antag | OXTR agonist
CC1(C)CCc2cc(S(=O)(=O)N3CCN(S(=O)(=O)c4c(F)cccc4F)CC3)ccc2O1
  1.6 | -4 | 0.9
CCc1ccccc1OCC(=O)Nc1cccc(S(=O)(=O)NC2=NCCCCC2)c1
  1.9 | -4 | -0.3
CCOc1ccccc1OCCCC(=O)Nc1cccc(S(=O)(=O)N2CCOCC2)c1
  0.5 | -1 | 1.6
CCCCCC(=O)N1CCN(S(=O)(=O)c2ccc3c(c2)OCCCO3)CC1
  -1.2 | -5 | -1.8
COc1ccc(NC(=O)CN(C)C(=O)CCCN2C(=O)c3cccc4cccc(c34)C2=O)cc1
  -0.9 | 4 | -2.4
NC(=O)c1ccc(NC(=O)COC(=O)C2CCN(S(=O)(=O)c3cccs3)CC2)cc1
  0.3 | -1 | 0.2
Cc1ccc(NC(=O)CNc2cccc(S(=O)(=O)N3CCCC3)c2)cc1F
  8.9 | -6 | 6.4
COCc1c(C(=O)OCc2nnc(-c3ccc([N+](=O)[O-])cc3)o2)oc2ccccc12
  1.2 | 0 | 1.1
CC(C)(O)[C@@H]1CC(=O)[C@]2(C)[C@H](CC[C@@]3(C)[C@H](c4ccoc4)OC(=O)[C@H]4O[C@]432)[C@@]1(C)/C=C\C(=O)O
  -0.1 | -2 | 0.9
Cc1ccc(F)c(Cn2cnc3c(cnn3C(C)(C)C)c2=O)c1Cl
  4.0 | -8 | 0.6
CCN1C(=O)c2cccc3c(S(=O)(=O)N4CCC(C)CC4)ccc1c23
  -0.3 | -4 | -2.0
COc1ccc(/C=C/C(=O)OCC(=O)Nc2ccc3c(c2)OCO3)cc1
  4.4 | -9 | 3.5
C[C@@H]1CN(S(=O)(=O)c2ccc3c(c2)OCCO3)CCN1S(=O)(=O)c1c(F)cccc1F
  0.1 | -5 | 0.3
